NR1D1 modulator = modulators of Rev-erb alpha DNA binding, primary screen, biochemical, FITC-DNA, fluorescence polarization, uHTS | Rev-erbα–FITC-DNA binding, 90 min | activity, % at 10 µM | 0.79% of 370,000 active;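 active = activity above about 14%, limit read from the data; passing the limit was not always enough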;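 note: 0% = DMSO wells with 35 nM protein and 100% = DMSO wells with 750 nM protein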
Target sequence (P20393 whole entry, looked up): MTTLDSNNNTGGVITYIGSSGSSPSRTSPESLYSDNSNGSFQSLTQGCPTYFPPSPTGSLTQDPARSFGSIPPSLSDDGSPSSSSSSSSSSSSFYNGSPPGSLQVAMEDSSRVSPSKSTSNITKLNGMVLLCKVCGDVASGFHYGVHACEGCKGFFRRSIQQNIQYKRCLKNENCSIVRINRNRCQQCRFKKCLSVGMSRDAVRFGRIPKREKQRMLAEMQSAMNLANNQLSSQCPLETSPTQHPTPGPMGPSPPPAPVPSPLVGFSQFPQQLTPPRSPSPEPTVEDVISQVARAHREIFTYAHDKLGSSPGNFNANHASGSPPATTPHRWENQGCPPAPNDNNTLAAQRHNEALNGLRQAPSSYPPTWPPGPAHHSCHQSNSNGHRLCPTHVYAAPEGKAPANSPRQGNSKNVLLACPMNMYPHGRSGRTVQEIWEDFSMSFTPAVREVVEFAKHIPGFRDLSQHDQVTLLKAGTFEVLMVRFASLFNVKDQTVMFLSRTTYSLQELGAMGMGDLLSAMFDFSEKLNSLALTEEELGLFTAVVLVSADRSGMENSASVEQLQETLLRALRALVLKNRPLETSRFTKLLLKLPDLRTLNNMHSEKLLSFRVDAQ
DDE Tn6 FP inh = inhibitors of Tn6 peptide binding to fibrin DD(E), primary screen, biochemical, fluorescence polarization, human fibrin, Tn6 probe. Fibrinogen beta chain (Homo sapiens), P02675. Fibrin DD(E) TRITC-Tn6 fluorescence polarization displacement. inhibition, % at 8.3 µM. 0.21% of 370,000 active;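 active = inhibition above a per-campaign cutoff: mean of compounds within control limits plus 3 SD, cut at about 15% in these data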;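 note: 0% = median of all compound wells on the plate and 100% = blocking peptide control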
HGIII-sPLA2 inh = human group III sPLA2 inhibitors, primary screen, biochemical, QFRET, BODIPY PC-A2 liposome substrate. QFRET BODIPY PC-A2 liposome hydrolysis, fluorescence. inhibition, % at 12.2 µM. 0.56% of 370,000 active. AID 743126, 2013;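 active = inhibition above mean plus 3 SD of compounds lying within the high and low control bounds, cut at about 19% in these data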;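 note: 0% = median of test compound wells and 100% = no enzyme DMSO wells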
ASAP1 inh = inhibitors of human ASAP1 ArfGAP activity, primary screen, biochemical, fluorescence polarization; 0.19% of 360,000 active; Arf-GAP with SH3 domain, ANK repeat and PH domain-containing protein 1 (Homo sapiens), …; inhibition, % at 16.5 µM; AID 624377, 2012; ASAP1-stimulated ARF1 GTP hydrolysis, GDP FP detection; in the data active = inhibition above about 25%;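 note: 0% = vehicle with enzyme and substrate and 100% = no enzyme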
Target sequence (Q9ULH1 325-724 limits assumed): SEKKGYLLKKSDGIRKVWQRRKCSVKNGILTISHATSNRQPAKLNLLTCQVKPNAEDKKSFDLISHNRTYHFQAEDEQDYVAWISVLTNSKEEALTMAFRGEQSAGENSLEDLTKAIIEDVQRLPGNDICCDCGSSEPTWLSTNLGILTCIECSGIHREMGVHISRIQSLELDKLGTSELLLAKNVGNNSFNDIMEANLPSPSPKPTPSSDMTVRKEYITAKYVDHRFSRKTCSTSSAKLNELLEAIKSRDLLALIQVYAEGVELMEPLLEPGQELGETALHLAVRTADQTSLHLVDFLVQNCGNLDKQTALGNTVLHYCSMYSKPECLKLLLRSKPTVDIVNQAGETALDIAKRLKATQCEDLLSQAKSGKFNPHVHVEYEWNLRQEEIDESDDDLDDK
Tn7 DDE FP = inhibitors of Tn7 peptide binding to fibrin DD(E), primary screen, biochemical, fluorescence polarization, human fibrin, Tn7 probe | Fibrinogen beta chain (Homo sapiens), P02675 | AID 720508, 2013 | 0.13% of 370,000 active | inhibition, % at 8.3 µM | FP displacement of FITC-Tn7 peptide from fibrin DD(E); 0% = median of compound wells per plate;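 active = inhibition above the mean of compounds falling within the control limits plus 3 SD of them, cut at about 14% in these data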;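 note: 0% = plate median of compound wells and 100% = 10 µM Aha-Tn7 peptide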
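Measure: % inhibition scaled between sample-field median and high-control FP; Test system: human fibrin DD(E); Quantity: 2 µM final DD(E) protein; Doses: one dose, 8.3 µM nominal; Schedule: compound with protein 10 min, then 3 h after probe, room temperature; Detection: fluorescence polarization; Medium: Tris buffer with calcium and detergent, pH 7.8.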
proKLK7 act = proKLK7 zymogen activators, primary screen, biochemical, fluorescence intensity | activation, % at 7 µM | purified proKLK7, EDANS-DABCYL substrate fluorescence; 100% is mature enzyme control, 0% vehicle | 0.9% of 370,000 active | Kallikrein-7 (Homo sapiens), P49862;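 active = activation above the mean of all tested compounds plus 3 SD, computed per campaign excluding outliers beyond control limits, cut at about 13% in these data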
PLCg1 inh = PLC-gamma1 enzyme inhibitors, primary screen, biochemical, fluorescence, purified enzyme. 1-phosphatidylinositol 4,5-bisphosphate phosphodiesterase gamma-1 (Homo sapiens), P19174. fluorogenic substrate. inhibition, % at 12.2 µM. 0.84% of 370,000 active; in the data active = inhibition above about 9.5%
PLCb3 inh = human PLC-beta3 inhibitors, primary screen, biochemical, fluorescence | inhibition, % at 12.2 µM | Purified PLC-beta3, fluorogenic substrate | 0.18% of 370,000 active | 1-phosphatidylinositol 4,5-bisphosphate phosphodiesterase beta-3 (Homo sapiens), Q01970; in the data active = inhibition above about 11%;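 note: 0% = median of compound wells on plate and 100% = full blocker control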
ARFGAP1 inh = inhibitors of rat ARFGAP1 GAP activity, primary screen, biochemical, fluorescence polarization, GDP tracer. ADP-ribosylation factor GTPase-activating protein 1 (Rattus norvegicus), Q62848. Arfgap1-stimulated ARF1 GTP hydrolysis, GDP FP detection. inhibition, % at 16.5 µM. 0.26% of 360,000 active. AID 651572, 2012;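 active = inhibition above a per-plate limit, mean inhibition of low control wells plus 3 SD, cut at about 25% in these data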;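 note: 0% = DMSO wells with enzyme and 100% = wells lacking Arfgap1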
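Repeats: one replicate per compound; assay system: rat Arfgap1 catalytic domain, aa 1-136; times: enzyme reaction 120 min at 25 °C after 20 min preincubation; detection: FP of antibody-bound GDP Alexa 633 tracer, ex 620/em 688 nm; benchmarks: high control wells lacking Arfgap1, low control full reaction with DMSO; reagent: human ARF1(Δ1-17)-GTP substrate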
UHRF1 binding = UHRF1 methylated DNA binding inhibitors, primary screen, counter-screen for MBD2 inhibitor project, biochemical, TR-FRET, human UHRF1, single concentration. UHRF1 binding to methylated oligo. 0.75% of 370,000 active. AID 687016, 2013. inhibition, % at 4.4 µM; in the data active = inhibition above about 21%;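 note: UHRF1 SRA domain binding a hemimethylated CpG hairpin DNA probe; 0% = median of test compound wells and 100% = reference inhibitor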
* hit, by the source's call; i = inactive; · = no result given; & = joins results of further samples. Rows are unselected; any-hit rate near 4.5%.

SMILES	NR1D1 modulator	DDE Tn6 FP inh	HGIII-sPLA2 inh	ASAP1 inh	Tn7 DDE FP	proKLK7 act	PLCg1 inh	PLCb3 inh	ARFGAP1 inh	UHRF1 binding
COc1ccc(CC(=O)Nc2ccc(-c3noc(COc4ccccc4C)n3)cc2)cc1	-4	-8	-10	13	-1	-0.4	0	0	10	-3
Cc1ccccc1-n1nnnc1SCC(=O)c1c(N)n(C)c(=O)n(C)c1=O	-1	-3	0	-7	7	0.4	1	-3	-6	-1
CCOC(=O)C1=C(C)NC(=S)NC1c1ccc(-c2ccc(Cl)cc2)o1 (stereo unspecified)	3	0	18	1	-2	0.3	-5	-6	9	2
Cc1sc2ncn(CC(=O)NCCCN3CCC(C)CC3)c(=O)c2c1S(=O)(=O)N1CCC(C)CC1	0	-3	-5	1	5	0.2	6	-3	7	-1
O=C(CN1C(=O)C(=O)N(Cc2ccco2)C1=O)c1c[nH]c2ccccc12	-4	-1	-2	4	-1	-0.4	-16	-29	14	2
NNC(=S)NCc1ccco1	3	-2	-2	3	1	-0.3	-1	-4	-7	-6
CN(C)c1ccc(-c2csc(C(O)c3ccccc3)n2)cc1 (stereo unspecified)	-9	-6	11	2	-4	0.3	-2	-1	-10	1
COc1cc2nc(N(CCCN(C)C)C(=O)c3ccc(S(=O)(=O)N(C)C4CCCCC4)cc3)sc2cc1OC	-2	1	-19	6	-1	0.2	2	-7	-6	-1
Cc1cccc(NS(=O)(=O)c2ccc(C)c(C(=O)NNC(=O)c3csc(N4CCOCC4)n3)c2)c1	3	2	-20	13	-2	-0.3	0	-4	4	2
Cc1nn(Cc2cccc(C(=O)NN)c2)c(C)c1Cl	0	0	6	-11	0	0.2	-4	-9	-6	-3
O=C1CC(C(=O)N2CCN(c3ccccc3Cl)CC2)CN1Cc1ccccc1 (stereo unspecified)	0	2	-2	2	-1	-0.4	2	-5	-22	-1
O=C(CCN1C(=O)c2cccc([N+](=O)[O-])c2C1=O)Nc1nccs1	1	3	0	-7	-1	0.2	-14	-28	16	4
Cc1ccc(C(=O)N/C(=C/c2ccc(F)cc2)C(=O)NCc2ccncc2)cc1	3	3	3	3	0	-0.2	-3	1	10	23*
O=C(CC1Nc2ccccc2NC1=O)NCCCN1CCCCCC1 (stereo unspecified)	-7	2	3	3	6	0.1	-18	-25	0	-3
C/C(=N\NC(N)=O)c1ccccc1Cl	-4	1	4	-9	0	0.5	1	0	8	2
CCOc1ccc(N(C)C(=O)CCc2nnc3ccc(NCc4ccco4)nn23)cc1	-2	3	5	-7	12	-0.3	-3	-14	-14	-5
Cc1ccc(/C=C/C(=O)NC2CCS(=O)(=O)C2)cc1 (stereo unspecified)	-4	1	-11	-4	3	-0.1	3	-7	-15	0
COc1ccc(N2C(=O)C(CC(N)=O)N(NC(=O)CCc3ccccc3)C2=O)cc1 (stereo unspecified)	3	4	4	5	-10	-0.1	2	-6	12	6
CN(CC(=O)Nc1cc(S(=O)(=O)N2CCOCC2)ccc1Cl)C1CCS(=O)(=O)C1 (stereo unspecified)	-5	-9	1	1	-6	0.2	2	-5	-4	3
Cc1ccc(-c2csc(NC(=O)c3ccno3)n2)cc1	-2	-4	5	-2	6	0.1	-21	-24	-3	4

Brought forward from above: 3 compounds, followed by the next part.
SMILES	NR1D1 modulator	DDE Tn6 FP inh	HGIII-sPLA2 inh	ASAP1 inh	Tn7 DDE FP	proKLK7 act	PLCg1 inh	PLCb3 inh	ARFGAP1 inh	UHRF1 binding
COc1ccc(N2C(=O)C(CC(N)=O)N(NC(=O)CCc3ccccc3)C2=O)cc1 (stereo unspecified)	3	4	4	5	-10	-0.1	2	-6	12	6
CN(CC(=O)Nc1cc(S(=O)(=O)N2CCOCC2)ccc1Cl)C1CCS(=O)(=O)C1 (stereo unspecified)	-5	-9	1	1	-6	0.2	2	-5	-4	3
Cc1ccc(-c2csc(NC(=O)c3ccno3)n2)cc1	-2	-4	5	-2	6	0.1	-21	-24	-3	4
Cc1c(C(=O)Nc2ccc(Cl)cc2)c2ccccn2c1C(=O)c1ccc([N+](=O)[O-])cc1	-2	-3	5	-2	4	0.8	1	3	-13	3
Cc1ccc(S(=O)(=O)N2CCCC(C(=O)NCCN3CCC(Cc4ccccc4)CC3)C2)cc1 (stereo unspecified)	-7	1	-6	·	9	0.2	1	-1	·	-2
COc1ccc(CCNC(=O)Cn2c(=O)n(-c3ccc(F)cc3F)c(=O)c3sccc32)cc1OC	2	0	-1	0	-2	-0.5	4	1	2	4
CCOC(=O)c1cn(-c2ccccc2)nc1-c1cccnc1	-1	-4	-5	2	3	0.2	-1	1	5	-2
CCc1ccccc1NC(=O)CNC(=O)CCc1nc2sc3c(c2c(=O)[nH]1)CCCC3	-9	0	0	-6	-1	0.8	-18	-20	0	2
Cc1ccc(C2=NC3(CCCC3)N=C2SCC(=O)Nc2ccc3c(c2)OCCO3)cc1	-1	3	11	1	7	0.5	3	-3	-4	0
O=C(c1cccc(N2C(=O)C3C4C=CC(C4)C3C2=O)c1)N1CCN(c2ccccc2)CC1 (stereo unspecified)	4	2	-6	-3	6	-0.1	-2	1	-2	-3
CCC(Oc1ccccc1)C(=O)Nc1nc2ccccc2[nH]1 (stereo unspecified)	7	0	9	22	0	-0.3	-1	0	-3	3
COc1cccc(NC(=O)C2CCN(c3ncccn3)CC2)c1	0	3	-2	-6	0	0.0	-4	-12	-13	3
CCOc1ccccc1CNCc1ccc(F)cc1	-4	4	-5	5	-4	-0.5	1	-6	2	0
COC(C(=O)Nc1ccnn1C1CCN(Cc2ccc(CO)o2)CC1)c1ccccc1 (stereo unspecified)	-3	2	4	1	0	-0.2	2	-6	0	0
CC(C)(C)c1ccc(-c2cnco2)cc1	-5	-2	-3	14	2	0.3	0	-4	-7	4
Cc1nn(-c2ccccc2)nc1C(=O)NNC(=O)c1ccc(C(F)(F)F)cc1	-4	-13	-26	-1	3	0.1	0	-9	0	0
CCC(CC)C(=O)NCCc1cc2ccc(OC)cc2[nH]c1=O	-1	6	2	-5	3	-0.8	1	-1	-2	-1
COCC(=O)N(c1ccc(C(C)(C)C)cc1)C(C(=O)NC(C)(C)C)c1cccnc1 (stereo unspecified)	-2	4	10	·	2	·	1	-1	·	-1
Cc1cccc(N2CCN(S(=O)(=O)c3ccc4c(c3)CC(=O)N4C)CC2)c1C	-1	3	-22	-4	0	-0.1	-1	-4	1	1
O=C(NCCc1c[nH]c2ccccc12)OCc1cn(Cc2cccc(C(F)(F)F)c2)nn1	6	-3	-88	·	-7	0.7	-1	-1	·	-3
Cc1ccc(NC(=O)CCc2ccccc2)cc1S(=O)(=O)N1CCOCC1	2	2	-7	-1	2	0.1	-3	1	6	5
O=C(Nc1ccc2nc3ccccc3nc2c1)c1ccccc1	1	-4	-2	13	4	35*	i	i	12	-12
CCC(C(=O)NCCCN1CCN(CC)CC1)n1nc(C)n2c(cc3occc32)c1=O (stereo unspecified)	0	-5	-4	8	-2	-0.3	2	-5	-9	-3
O=C(N/N=C/C(Br)=C\c1ccccc1)c1ccco1	-6	-1	-5	-17	3	-0.6	5	-3	-2	-3
CC(C)(C)NCC(O)c1cc(O)cc(O)c1 (stereo unspecified)	-2&8	-6	-7	6	-1	2.1	-39	-46	7	-6
O=C(NCCN1CCC(n2c(=O)[nH]c3ccccc32)CC1)c1ccccc1C(F)(F)F	-9	-3	6	7	-5	-0.8	2	-1	-2	-1
NC(=O)c1ccsc1NC(=O)COC(=O)CCc1ccccc1	1	-5	-7	4	-4	-0.1	-1	-3	-3	1
COC(=O)c1ccc(-c2noc(CN3CCCC(CNC(C)=O)C3)n2)cc1 (stereo unspecified)	-2	-2	7	12	2	0.2	2	-5	8	7
O=C(NCc1nc(-c2ccccc2)cs1)c1ccccc1	5	-4	8	-4	0	0.6	1	1	11	5
COc1ccc(-c2nc(C#N)c(NCC3CCCO3)o2)cc1OC (stereo unspecified)	-11	-4	1	-8	3	-2.4	-340	-424	1	-1
C[C@H](NC(=O)c1ccco1)C(=O)Nc1nnc(SCc2ccccc2)s1	-5	-6	-19	1	-5	0.2	5	4	1	4
COc1ccc(OC)c(-n2nnnc2SCC(=O)O)c1	-4	-5	3	6	-6	-0.5	1	2	9	2
CCOc1ccc(NC(=O)CCC(=O)c2ccc(F)cc2)cc1	5	-3	-7	-6	1	0.2	1	-4	-10	-2
Cc1ccc(OCCN(C)C(=O)c2cc(COc3ccc(F)cc3F)on2)cc1	-6	-5	-16	-10	6	0.9	-1	-7	3	0
COc1cc(NC(=O)c2ccco2)c(OC)cc1NC(=O)CCC(=O)Nc1cc(C)ccc1C	0	-8	2	-4	-2	31*	-3	-8	0	7
Cc1nn(C(C)C(=O)NCc2cccs2)c(=O)c2nn(-c3ccccc3)c(C)c12 (stereo unspecified)	0	1	0	3	4	0.5	-1	-7	-4	1
CCN(CC)C(=O)NC1CCCCCCC1	-3	-7	12	6	1	0.0	7	-1	5	6
COc1cccc(C(=O)N2CCC[C@H]2C(=O)N2CCC[C@H]2C(=O)N[C@H](C)c2ccccc2)c1	-6	-7	18	-5	5	-0.2	0	-2	6	6
COC(=O)c1sccc1NC(=O)c1ccc(OC)cc1	-2	8	-3	3	5	0.2	-1	4	-2	0
CCCc1nnc(NC(=O)CS(=O)(=O)c2ccccc2)s1	-4	-6	0	5	-2	0.3	-1	-3	-2	0
O=C(Nc1ccc2ccccc2c1)[C@@H]1C[C@H]1[C@@H](NP(=O)(c1ccccc1)c1ccccc1)c1ccccc1	2	-8	-4	12	-9	-0.1	-1	3	17	0
COc1ccc(OC)c(NC(=O)CC2C(=O)NCCN2C(=O)Nc2cccc(Cl)c2)c1 (stereo unspecified)	-1	2	-12	-1	0	0.2	3	5	7	-1
COc1cccc(NC(=O)CCN2C(=O)C3CC=CCC3C2=O)c1 (stereo unspecified)	-6	5	0	-18	2	0.1	1	-1	-3	-1

Compound activity: PubChem BioAssay, several laboratories
